Screening results as filed in PubChem BioAssay.
HEK293 tox = cytotoxic compounds in HEK 293 cells; 94,000 tested, 6.6% active; Potency, µM (top dose mostly 115 µM), for the others: top-dose activity change, negative = cytotoxicity, most hits filed as inhibitors; HEK 293 viability, ATP luminescence (CellTiter-Glo), 48-72 h; also: potency is read from the fitted curve at half-maximal effect; nearly all actives have a fitted effect of over 60% in size
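HEK 293 cells seeded at 250 cells/well were exposed to compound for 48 or 72 hr at 37 degree Celsius. Viability taken as ATP content by CellTiter-Glo luminescence.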
FLuc inh = blocks purified firefly luciferase enzyme activity | purified P. pyralis luciferase, luminescence, biochemical | Potency, µM (doses to about 115 µM), inactives show at the highest dose activity change, negative = inhibition, hits mostly inhibitors | 76,000 tested, 2.5% active; also: potency is read from the fitted curve at half-maximal effect; nearly all actives have a fitted effect of over 65% in size
Target sequence (P08659 whole entry, looked up): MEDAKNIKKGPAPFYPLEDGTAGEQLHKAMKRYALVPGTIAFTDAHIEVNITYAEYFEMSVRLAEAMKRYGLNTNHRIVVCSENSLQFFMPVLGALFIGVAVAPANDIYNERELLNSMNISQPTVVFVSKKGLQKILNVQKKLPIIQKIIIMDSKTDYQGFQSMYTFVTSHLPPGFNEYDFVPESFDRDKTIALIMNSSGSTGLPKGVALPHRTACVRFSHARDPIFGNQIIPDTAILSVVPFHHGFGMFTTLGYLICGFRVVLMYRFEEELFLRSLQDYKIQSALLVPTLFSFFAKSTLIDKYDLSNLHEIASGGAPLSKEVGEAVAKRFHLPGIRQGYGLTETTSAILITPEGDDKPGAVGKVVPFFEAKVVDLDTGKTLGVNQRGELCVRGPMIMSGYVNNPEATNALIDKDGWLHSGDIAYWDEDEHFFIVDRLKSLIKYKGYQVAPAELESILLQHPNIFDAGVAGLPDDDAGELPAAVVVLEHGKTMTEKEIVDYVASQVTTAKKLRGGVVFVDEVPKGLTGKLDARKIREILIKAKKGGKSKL
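Cell-free enzyme assay, 10nM P. pyralis luciferase, luciferin and ATP each at 10uM. Inhibition profiled over a 6-point titration, read as luminescence.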
GPT2 inh = blocks human glutamate pyruvate transaminase 2; Recombinant GPT2, coupled pyruvate oxidase/HRP Amplex Red fluorescence; Potency, µM (highest dose often 57.7 µM), inactives show at the highest dose activity change, negative = inhibition, most hits filed as inhibitors; 100,000 tested, 0.25% active; also: potency is read from the fitted curve at half-maximal effect; nearly all actives have a fitted effect of over 60% in size; many of its hits are not listed in these tables
Target sequence (Q8TD30 whole entry, looked up): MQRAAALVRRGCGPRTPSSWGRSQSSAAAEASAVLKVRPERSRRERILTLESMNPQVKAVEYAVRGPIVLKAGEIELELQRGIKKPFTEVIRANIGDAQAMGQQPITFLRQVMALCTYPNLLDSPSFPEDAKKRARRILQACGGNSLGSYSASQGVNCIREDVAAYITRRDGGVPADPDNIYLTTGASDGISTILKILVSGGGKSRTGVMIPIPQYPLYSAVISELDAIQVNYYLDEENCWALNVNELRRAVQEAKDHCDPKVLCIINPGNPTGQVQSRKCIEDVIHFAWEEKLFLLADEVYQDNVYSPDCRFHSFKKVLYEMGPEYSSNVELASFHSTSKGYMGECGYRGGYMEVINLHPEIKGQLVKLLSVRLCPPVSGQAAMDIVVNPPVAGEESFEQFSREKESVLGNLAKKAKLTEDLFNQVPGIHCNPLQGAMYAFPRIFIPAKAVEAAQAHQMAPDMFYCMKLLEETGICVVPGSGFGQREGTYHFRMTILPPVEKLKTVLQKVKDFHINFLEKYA
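Recombinant GPT2 (10ng/uL) with 250uM a-KG and 2mM L-alanine, 30 min at room temperature, in HEPES pH 7.5 buffer. Pyruvate detected by pyruvate oxidase/HRP/Amplex Red fluorescence after 30 min in the dark; AOA (50uM) as positive control.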
NIH3T3 tox = NIH 3T3 cell cytotoxicity; NIH 3T3 viability, CellTiter-Glo ATP luminescence, 48-72 h; Potency, µM (titrated, usually from 96.7 µM), inactives show at the top dose activity change, negative = cytotoxicity, most hits filed as inhibitors; 94,000 tested, 4.3% active; AID 1345082; also: potency is read from the fitted curve at half-maximal effect; nearly all actives have a fitted effect of over 55% in size
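Luminescent ATP readout (CellTiter-Glo, 10 min RT) after 48 or 72 hr compound exposure of NIH 3T3 cells seeded at 400 cells/well in 1536-well format; quantitative HTS.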
HEK293 viab = counter-screen for SNCA expression inhibitors: cell viability; HEK-293-SNCA-luc viability, GF-AFC fluorescence, 24 h; Potency, µM (titrated, usually from 57.1 µM), without a hit: at the top dose activity change, negative = cytotoxicity, actives largely listed as cytotoxic; 150,000 tested, 0.12% active; AID 1671193;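 also: potency is read from the fitted curve at half-maximal effect; 0% = DMSO-treated cells and -100% = medium-only wells without cells; nearly all actives have a fitted effect of over 30% in size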
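HEK-293-SNCA-luc cells (1500/well) plated 24 h, then exposed 24 h to a dilution series; GF-AFC added 30 min at 37C, fluorescence 405/540 nm; normalised to medium-only and DMSO wells, Hill fit.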
SNCA expr inh = SNCA gene expression inhibition | 140,000 tested, 0.17% active | AID 1671194 | HEK-293 SNCA-luciferase knock-in, luminescence, 24 h | Potency, µM (series often up to 57.2 µM), for inactives: at the highest dose activity change, negative = inhibition, hits mostly inhibitors;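 also: potency is read from the fitted curve at half-maximal effect; plate controls were DMSO cells for no effect and cell-free wells for full effect; nearly all actives have a fitted effect of over 45% in size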
IP6K1 inhibitor = IP6K1 kinase inhibition | 140,000 tested, 0.81% active | IP6K1 kinase, ADP-Glo luminescence, 2 h; stronger effect = lower value | Q92551 | AID 1645851 | activity change, % (series mostly up to about 58 µM); in the data active = activity change below about -25%
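ADP-Glo luminescence measures ADP made by human IP6K1 during a 2 h RT reaction with ATP/IP6 (mix at 1.3 mM/130 uM); top library doses 57.5 and 19.1 uM final.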
* = called active by the depositor; i = inactive; ? = inconclusive; . = not tested or not shown; [ ] = another dose, or the depositor's remark. Unless noted, calls follow the shape of the dose curve; as a rule, active = well fitted curve in the direction sought with a large enough effect; inconclusive = small, poorly fitted or top-dose-only effect, or another doubt; inactive = no such curve, though single readings can be large; an effect the other way counts as inactive or inconclusive. Unless noted, % is scaled to controls: 0 for no effect and ±100 for the full control effect.

cpd	smiles	HEK293 tox	FLuc inh	GPT2 inh	NIH3T3 tox	HEK293 viab	SNCA expr inh	IP6K1 inhibitor
1	O=C(Nc1cccc(Cl)c1)c1ccc2nc(-c3ccncc3)oc2c1	?	.	-6%	?	-7%	5%	15
2	O=C(Cc1ccc(-n2cnnn2)cc1)NC1CCOC2(CCOCC2)C1 (stereo not drawn)	-24%	8%	2%	-15%	1%	-17%	32
3	NS(=O)(=O)c1ccc(F)c(C(=O)NCc2noc(-c3ccco3)n2)c1	-23%	6%	4%	-19%	-1%	3%	7
4	COc1ccc(OCC2(C)COc3ccc(C(=O)Nc4ccccc4)cc3N2)cc1 (stereo not drawn)	?	-28%[172 µM]	-4%[88.5 µM]	?	-23%[87.6 µM]	-13%[87.6 µM]	1
5	CCOC(=O)[C@H]1C[C@@H]2NCCCCCCNC(=O)[C@@H]2C1	i	5%	i	i	-4%	-8%	4
6	Cc1ccc(C2Cn3nnc(-c4noc(-c5ccccc5F)n4)c3CO2)cc1 (stereo not drawn)	0%	-5%	i	-14%	8%	-11%	-10
7	Cc1cc(C(=O)NCc2c[nH]c3ncccc23)ccc1Cl	?	-9%[172 µM]	-11%[88.5 µM]	?	7%[87.6 µM]	29%[87.6 µM]	9
8	COc1ccc(N(Cc2cccs2)C(=O)COc2ccc(C(C)C)cc2)cc1	.	.	.	.	-24%	?	24
9	O=C(C1CCCN(C2CCN(c3nc4ccccc4o3)CC2)C1)N1CCSCC1 (stereo not drawn)	?	0%	-22%	-19%	-4%	17%	-1
10	O=C(CN1C(=O)C2(SCC(=O)N2c2ccccc2)c2ccccc21)NCCc1ccccc1 (stereo not drawn)	.	.	.	.	6%	?	15
11	COc1ccccc1Nc1ncc2c(n1)CN(C(=O)Cc1ccc3c(c1)OCO3)CCN2	?	-2%[172 µM]	-21%[88.5 µM]	-13%[138 µM]	2%[87.6 µM]	0%[87.6 µM]	-2
12	Cc1nn(C)c(C)c1S(=O)(=O)NCCc1ncc(C)n1Cc1ccc(F)cc1	-15%	1%	-7%	-14%	3%	0%	5
13	COc1ccc(-n2nnc(-c3nc(-c4cccs4)no3)c2N)cc1OC	.	.	.	.	-2%	-7%	-12
14	CC(C)NC(=O)N1CCCC1c1noc(CCC(=O)O)n1 (stereo not drawn)	21%	2%	i	-2%	?	-6%	-1
15	Cc1ccc(N2CC(NC(=O)C(=O)c3c[nH]c4ccccc34)CC2=O)cc1 (stereo not drawn)	.	.	.	.	4%	25%	-11
16	COc1ccc(-c2nn3c(-c4ccc(OC)cc4)nnc3c3ccccc23)cc1	.	.	.	.	2%	-6%	1
17	CCn1c2c(c(=O)n1Cc1ccccc1)CCN(C(=O)c1cnccn1)C2	i	0%[172 µM]	-7%[88.5 µM]	?	-11%[87.6 µM]	4%[87.6 µM]	-5
18	Cc1ccc(CNC(=O)c2cc(-c3ccc(C)c(C)c3)nc3ccccc23)cc1	.	.	.	.	-2%	-3%	24
19	CN1CCN(c2ccc(-c3cccc(N)c3)nn2)CC1	-1%	11µM*	i	i	-5%	22µM*	-10
20	c1ccc(N2CCN(Cc3nnc(-c4ccc5c(c4)OCO5)o3)CC2)cc1	.	.	.	.	1%	43%[activator]	0
21	CCc1cccc(C)c1NC(=O)C1CCN(S(=O)(=O)c2cccc3nonc23)CC1	.	.	.	.	11%	1%	-7
22	O=C(N[C@@H]1CCN(Cc2ccc(-c3ccn[nH]3)o2)C[C@H]1O)c1cnccn1	-7%	-5%	-1%	-6%	-3%	-26%	21
23	CN1CCOc2c(C(=O)NCc3cnn(C)c3)cc(-c3ccccc3O)cc21	-22%[172 µM]	3%[172 µM]	-10%[88.5 µM]	?	-9%[87.6 µM]	10%[87.6 µM]	-15
24	Cc1cccc(-c2cccc(NC(=O)C3CCCN(C(=O)CC(F)(F)F)C3)c2)c1 (stereo not drawn)	32µM*	11µM*	i	?	-7%	222%[activator]	9
25	Cn1c(=O)nc2n(-c3ccc(Br)cc3)c3cccc(Cl)c3cc-2c1=O	.	.	.	.	14%	-19%	1
26	CCn1c(=NC(=O)c2ccc(S(=O)(=O)N3CCCCC3)cc2)sc2cccc(OC)c21	.	.	.	.	20%	21%	9
27	COC(=O)c1ccc(N2C[C@H]3OC(=O)N(CCc4ccc(OC)cc4)[C@H]3C2)nc1	-20%	1%	?	-18%	4%	11%	17
28	COc1ccc(-c2cccc(C(=O)N3CCN(C(=O)c4ccccc4)CC3)c2)nn1	-14%	.	.	-26%	.	.	3
29	O=C(Cc1ccccc1)NCCC1CCN(C(=O)Nc2cc(F)ccc2F)CC1	0%	-4%	-4%	-5%	9%	-6%	2
30	CCOC(=O)CSc1nc(-c2ccc(C)cc2C)cc(-c2ccccc2)c1C#N	.	.	.	.	-6%	5%	10
31	Cc1cccc(-c2noc([C@@H]3C[C@@H](O)CN3Cc3ccc(Cl)cc3)n2)c1	100µM*	63µM*	2%[88.5 µM]	?	-9%[87.6 µM]	176%[activator][87.6 µM]	-2
32	Cn1nc(C2CCCC2)cc1NC(=O)c1ccccc1	i	.	i	-10%[138 µM]	2%[87.6 µM]	11%[87.6 µM]	-5
33	Cn1c(C(=O)Nc2ccc(OC(F)(F)F)cc2)cc2c(=O)n3ccccc3nc21	.	.	.	.	-5%	-4%	8
34	O=C(CCc1nnn2c1CN(C(=O)NCCc1ccccc1)CC2)N1CCOCC1	-4%	0%	i	-1%	-11%	-32%	-1
35	c1ccc(-c2cc(CC3(NCc4cnc5ccccc5c4)COC3)no2)nc1	-11%[172 µM]	3%[172 µM]	4%[88.5 µM]	-5%[138 µM]	0%[87.6 µM]	29%[87.6 µM]	-7
36	COc1ccccc1Nc1cc(C(=O)NCCCN(C)C2CCCCC2)c2ccccc2n1	.	.	.	.	?	?	11
37	COc1ccc(-n2nc(C3CCCN(C(=O)c4ccccc4C)C3)[nH]c2=O)cc1 (stereo not drawn)	?	-4%	i	-17%	-14%	-16%	10
38	COc1ccccc1Nc1ccnc(N2CCC(NC(=O)c3ccc(F)cc3)CC2)n1	-29%	.	i	-28%	1%	8%	-6
39	CCc1ccccc1Nc1nn2c(=O)c3ccc(C(=O)NCc4ccccc4Cl)cc3nc2s1	.	.	.	.	-19%	2%	-26*
40	CC(C)N1C(=O)CO[C@H]2CN(Cc3ncc[nH]3)C[C@H]21	-6%[230 µM]	-4%[230 µM]	-21%[88.5 µM]	-15%[230 µM]	3%[87.6 µM]	-13%[87.6 µM]	7
41	O=C(Nc1ccc(Oc2ccccc2)cc1)O[C@@H]1CO[C@H]2[C@@H]1OC[C@@H]2n1nnnc1SC1CCCC1	25µM*	11%	i	?	-7%	-33%	-4
42	Cc1nn(-c2ccccc2)c2c1C(C(C)C)N(C1CCN(C(=O)N(C)C)C1)C2=O (stereo not drawn)	?	.	.	?	.	.	7
43	COc1ccc(S(=O)(=O)c2cn(C)c3cc(N4CCCC4)c(F)cc3c2=O)cc1	.	.	.	.	16%	17%	14
44	CC(C)NC(=O)c1ccccc1OCC1CCCN(Cc2nccs2)C1 (stereo not drawn)	?	-6%	i	?	-28%	?	-7
45	COc1cccc(-n2c(SCc3ccccc3C)nc3c([nH]c4ccccc43)c2=O)c1	.	.	.	.	-6%	-2%	0
46	CCc1nc2c(c(-c3ccc(O)cc3)n1)CCN(Cc1ccccc1OC)CC2	?	8%	-15%	?	6%	-11%	3
47	CCc1ccccc1NC(=O)CSc1ncc(S(=O)(=O)c2ccccc2)c(N)n1	.	.	.	.	-3%	5%	9
48	OC[C@H]1O[C@@H](OCCc2ccccc2)[C@H](O[C@@H]2OC[C@](O)(CO)[C@H]2O)[C@@H](O)[C@@H]1O	.	.	1%[27.3 µM]	.	?	.	-1
49	CC(c1ccc(F)cc1)N1Cc2cc(NC(=O)COc3ccccc3)ccc2OCC1=O (stereo not drawn)	?	2%	-2%	?	-7%	-8%	-11
50	CN1CCCCCCN(C(=O)c2ccnn2C)[C@H]2CCC[C@H]2C1=O	-4%	-2%	i	-1%	1%	13%	1

Carrying on:
cpd	smiles	HEK293 tox	FLuc inh	GPT2 inh	NIH3T3 tox	HEK293 viab	SNCA expr inh	IP6K1 inhibitor
51	O=C(O)CCn1ccc2cc(S(=O)(=O)N3CCCCCC3)ccc21	.	.	.	.	-6%	-13%	1
52	C=CCc1cccc2cc(C(=O)NCCc3c(C)[nH]c4c(C)cccc34)c(=O)oc12	.	.	.	.	10%	?	7
53	Cc1ccc(C(=O)N2CCCN(c3cc(-c4ccccc4)[nH]n3)CC2)cc1	?	-8%	-23%	-30%	-7%	45%[activator]	-6
54	COC(=O)c1ccc(NC(=O)N2CCCC(Cc3nncn3CC3CC3)C2)cc1 (stereo not drawn)	-11%	0%	i	-25%	3%	-6%	-4
55	CC[C@H]1CN(C(=O)Nc2cccc(C(F)(F)F)c2)CC[C@H]1CC(=O)NCc1ccc(F)cc1	?	0%	?	?	-20%	?	1
56	CN1CC(C(=O)NCCc2ccc(F)cc2)NC1=O (stereo not drawn)	-22%[172 µM]	.	i	-35%[138 µM]	2%[12.5 µM]	8%[87.6 µM]	-11
57	O=C(NCc1cccc(Cl)c1)c1cc2c(s1)CCN(C(=O)c1ccccc1)C2	?	5%	0%	?	-24%	?	-13
58	COc1cccc(-c2cc(-c3c(C)noc3C)cc3c2C(=O)N(C)C3)c1OC	?	-3%[172 µM]	-9%[88.5 µM]	?	?	84%[activator][87.6 µM]	17
59	Cc1cc(C(=O)N2CCC(Oc3ccccc3-c3nc(C4CC4)no3)C2)n[nH]1 (stereo not drawn)	?	0%	-25%	?	-9%	19%	-1
60	CC(C)(C)CC(=O)Nc1nc2c(s1)C[C@@H]1[C@](C)(CO)[C@H](O)CC[C@@]1(C)[C@@H]2CC(=O)Nc1cccc(O)c1	?	-6%	3%	?	-5%	?	-14

Profiles, quoted from the list. Screens in order: HEK293 tox | FLuc inh | GPT2 inh | NIH3T3 tox | HEK293 viab | SNCA expr inh | IP6K1 inhibitor
Results for COc1ccc(-c2nn3c(-c4ccc(OC)cc4)nnc3c3ccccc23)cc1 = . | . | . | . | 2% | -6% | 1
Results for Cc1ccc(C(=O)N2CCCN(c3cc(-c4ccccc4)[nH]n3)CC2)cc1 = ? | -8% | -23% | -30% | -7% | 45%[activator] | -6

The results go on:
cpd	smiles	HEK293 tox	FLuc inh	GPT2 inh	NIH3T3 tox	HEK293 viab	SNCA expr inh	IP6K1 inhibitor
61	COc1cc(NC(=O)C2CCN(c3nc4ccccc4nc3C(F)(F)F)CC2)cc(OC)c1	.	.	.	.	-8%	-2%	-8
62	COc1ccc(Cl)cc1NC(=O)C1CCN(c2ncnc3c2nc2n3CCCCC2)CC1	.	.	.	.	0%	30%	8
63	CN(C)c1ccc(-c2ccnc(N[C@H]3CO[C@H]4[C@@H]3OC[C@H]4OC(=O)Nc3ccc(Oc4ccccc4)cc3)n2)cc1	?	7%	-5%	-30%	1%	0%	-6
64	Cn1ncc2c(C(=O)NCc3ccc(Cl)cc3)cc(-c3ccccc3F)nc21	?	.	.	?	.	.	18
65	O=C(C1CCCCC1)N1CCC(N2CCCC(C(=O)N3CCCC3)C2)CC1 (stereo not drawn)	-30%	1%	4%	0%	-2%	28%	10

Not all compounds are listed; rates above refer to the full screens.
